MBD2 inh = MBD2-methylated oligo binding inhibition | Q9UBB5 | TR-FRET, MBD2 binding to methylated oligonucleotide | inhibition, % at 4.4 µM | actives 0.31% (n = 370,000) | AID 686964; in the data active means inhibition above about 13%
ASAP1 inh = ASAP1 ArfGAP inhibition | AID 624377 | inhibition, % at 16.5 µM | ASAP1-stimulated ARF1 GTP hydrolysis, GDP FP detection | Q9ULH1 | actives 0.19% (n = 360,000); in the data active means inhibition above about 25%;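 further: 0% = vehicle with enzyme and substrate and 100% = no enzyme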
ARFGAP1 inhibitor = rat ARFGAP1 inhibition; Q62848; actives 0.26% (n = 360,000); inhibition, % at 16.5 µM; Arfgap1-stimulated ARF1 GTP hydrolysis, GDP FP detection;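 active means inhibition above a per-plate limit, mean inhibition of low control wells plus 3 SD, cut at about 25% in these data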;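 further: 0% = DMSO wells with enzyme and 100% = wells lacking Arfgap1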
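Assay system: purified rat His6-Arfgap1 residues 1-136 (GAP domain); Reagent: human Δ17 ARF1 bound to GTP; Dosing: 16.5 µM single point, 1.26% DMSO; Times: GTP hydrolysis reaction 2 h at 25 °C; Signal: FP, GDP Alexa 633 tracer displaced from anti-GDP antibody, 620/688 nm; Measure: % inhibition from polarization.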
PLC-beta3 inh = inhibitors of human phospholipase C beta3; Purified PLC-beta3, fluorogenic substrate, fluorescence; inhibition, % at 12.2 µM; actives 0.18% (n = 370,000); Q01970; in the data active means inhibition above about 11%;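 further: 0% = median of compound wells on plate and 100% = full blocker control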
PLC-gamma1 inh = blocks human PLC-gamma1 enzyme activity; inhibition, % at 12.2 µM; actives 0.84% (n = 370,000); purified PLC-gamma1, fluorogenic substrate, fluorescence; AID 720700; P19174; in the data active means inhibition above about 9.5%
Target sequence (P19174 whole entry, looked up): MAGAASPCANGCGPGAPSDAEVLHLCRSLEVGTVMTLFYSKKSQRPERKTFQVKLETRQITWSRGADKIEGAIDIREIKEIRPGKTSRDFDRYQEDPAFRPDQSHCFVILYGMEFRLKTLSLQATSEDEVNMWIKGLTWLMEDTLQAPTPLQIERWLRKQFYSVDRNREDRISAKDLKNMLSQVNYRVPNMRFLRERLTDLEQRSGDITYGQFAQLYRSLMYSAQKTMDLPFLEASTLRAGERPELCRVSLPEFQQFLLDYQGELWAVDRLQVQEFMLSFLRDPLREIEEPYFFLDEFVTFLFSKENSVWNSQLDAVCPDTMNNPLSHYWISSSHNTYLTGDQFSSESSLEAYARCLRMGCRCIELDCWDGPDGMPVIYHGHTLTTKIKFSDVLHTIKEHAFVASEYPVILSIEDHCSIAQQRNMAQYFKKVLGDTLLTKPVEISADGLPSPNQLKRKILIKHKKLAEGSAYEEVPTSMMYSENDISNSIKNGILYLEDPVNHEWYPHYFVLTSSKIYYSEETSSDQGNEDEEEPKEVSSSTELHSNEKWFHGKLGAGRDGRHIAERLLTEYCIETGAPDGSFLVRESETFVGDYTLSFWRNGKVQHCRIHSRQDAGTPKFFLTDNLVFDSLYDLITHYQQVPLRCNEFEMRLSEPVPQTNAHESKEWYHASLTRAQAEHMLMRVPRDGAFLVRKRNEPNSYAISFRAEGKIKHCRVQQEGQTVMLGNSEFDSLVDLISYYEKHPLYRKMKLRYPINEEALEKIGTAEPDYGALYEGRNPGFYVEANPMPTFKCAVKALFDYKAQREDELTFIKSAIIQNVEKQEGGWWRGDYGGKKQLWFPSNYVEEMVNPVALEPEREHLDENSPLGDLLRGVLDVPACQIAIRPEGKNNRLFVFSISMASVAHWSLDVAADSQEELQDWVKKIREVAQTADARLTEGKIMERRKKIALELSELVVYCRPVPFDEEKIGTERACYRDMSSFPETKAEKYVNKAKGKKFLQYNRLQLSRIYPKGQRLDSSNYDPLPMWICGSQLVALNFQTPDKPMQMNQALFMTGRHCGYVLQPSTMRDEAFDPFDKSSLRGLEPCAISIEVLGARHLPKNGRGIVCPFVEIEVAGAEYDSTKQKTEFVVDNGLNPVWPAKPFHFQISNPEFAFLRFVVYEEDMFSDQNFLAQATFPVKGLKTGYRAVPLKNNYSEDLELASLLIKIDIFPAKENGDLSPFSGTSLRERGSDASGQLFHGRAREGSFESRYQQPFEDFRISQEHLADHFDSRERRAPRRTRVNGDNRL
proKLK7 act = activators of human kallikrein-7 zymogen; actives 0.9% (n = 370,000); purified proKLK7, EDANS-DABCYL substrate fluorescence; 100% is mature enzyme control, 0% vehicle; P49862; activation, % at 7 µM;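 active means activation above the mean of all tested compounds plus 3 SD, computed per campaign excluding outliers beyond control limits, cut at about 13% in these data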
Tn7 DDE FP = inhibitors of Tn7 peptide binding to human fibrin DD(E). AID 720508. P02675. inhibition, % at 8.3 µM. FP displacement of FITC-Tn7 peptide from fibrin DD(E); 0% = median of compound wells per plate. actives 0.13% (n = 370,000);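 active means inhibition above the mean of compounds falling within the control limits plus 3 SD of them, cut at about 14% in these data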;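 further: 0% = plate median of compound wells and 100% = 10 µM Aha-Tn7 peptide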
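Also added: labelled Tn7 tracer, 0.1 µM; Assay system: human fibrin DD(E) protein; Amount: 2 µM fibrin DD(E); Schedule: 10 min compound pre-incubation, 3 h probe incubation at room temperature; Repeats: one replicate per compound; Read-out basis: percent inhibition; Measured by: fluorescence polarization of the labelled Tn7 tracer.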
DDE Tn6 FP inh = disrupts Tn6 cyclic peptide binding to fibrin D-Dimer-E complex | Fibrin DD(E) TRITC-Tn6 fluorescence polarization displacement | AID 720509 | inhibition, % at 8.3 µM | actives 0.21% (n = 370,000);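 active means inhibition above a per-campaign cutoff: mean of compounds within control limits plus 3 SD, cut at about 15% in these data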;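 further: 0% = median of all compound wells on the plate and 100% = blocking peptide control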
ADAM17 inh = inhibits human ADAM17 | P78536 | recombinant ADAM17, EDANS/DABCYL FRET peptide cleavage | inhibition, % at 6.95 µM | actives 0.83% (n = 370,000);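 active means inhibition above the mean of compounds lying between control limits plus 3 SD, set per campaign, cut at about 8.5% in these data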;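 further: 0% = DMSO-only wells as the low control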
UHRF1 MBD2 ctr = blocks human UHRF1 binding to methylated DNA; UHRF1 binding to methylated oligo, TR-FRET; inhibition, % at 4.4 µM; actives 0.75% (n = 370,000); AID 687016; in the data active means inhibition above about 21%;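 further: UHRF1 SRA domain binding a hemimethylated CpG hairpin DNA probe; 0% = median of test compound wells and 100% = reference inhibitor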
Active calls of the source: *; i = inactive; x = not tested or not shown; & = joins results of further samples.

nr	Molecule	MBD2 inh	ASAP1 inh	ARFGAP1 inhibitor	PLC-beta3 inh	PLC-gamma1 inh	proKLK7 act	Tn7 DDE FP	DDE Tn6 FP inh	ADAM17 inh	UHRF1 MBD2 ctr
1	Cc1ccc(/C=N/NC(=O)Cn2cnc3c2c(=O)n(C)c(=O)n3C)s1	-1	-4	0	1	4	-0.2	12	1	-3	0
2	COc1ccc(C(=O)Nc2ccc(NC(=O)c3cccc(OC)c3)cn2)cc1	0	-1	6	7	3	0.5	3	-5	-10	0
3	CN(CCc1ccccn1)C(=S)NC(=O)c1ccco1	1	4	-7	1	2	-0.6	0	0	-1	7
4	CCCCSc1ncnc2c1ncn2C1CCCCO1 (stereo unspecified)	7	9	1	5	7	0.1	8	-1	-3	4
5	COC(=O)/C=C/c1ccsc1NC(C)=O	4	-15	-10	-13	-8	-0.5	0	-3	-4	15
6	O=C(O)C1CCCN1c1ncccn1 (stereo unspecified)	1	9	0	2	5	-0.7	0	4	1	0
7	Clc1ccccc1C1=Nn2c(nnc2-c2ccncc2)SC1	3	11	12	-4	-5	-0.3	4	7	-4	-1
8	COc1cc2ccnc(Cc3cccc(OC)c3OC)c2cc1OC	0	1	7	4	-1	-0.4	3	4	1	-1
9	CN(C)/C=C/C(=O)c1ccc(N2CCN(c3ncc(C(F)(F)F)cc3Cl)CC2)cc1	2	-2	-3	-6	-2	-0.3	2	0	-3	-2
10	O=C(NCc1cccs1)c1csc([C@@H]2O[C@H](CO)[C@H](O)[C@H](O)[C@H]2O)n1	0	-3	6	3	6	0.1	1	-5	1	3
11	CCN(CC(=O)NCc1cccs1)C(=O)c1ccc(OC)c(OC)c1	-1	-5	6	-5	-1	0.0	2	-8	-1	-1
12	Nc1ccc(-c2nnc(-c3ccccc3)o2)cc1	-1	-5	4	i	i	-1.5	-8	0	-28	-4
13	COc1ccccc1N1CCN(C(=O)c2cc3c(s2)CCCCC3)CC1	-1	6	9	-6	2	0.4	-7	2	5	-1
14	CCCCCCc1cc2cc(S(=O)(=O)c3ccc(F)c(Cl)c3)c(=O)oc2cc1O	-1	-13	-2	-58	-46	-4.7	6	-4	-31	1
15	CC(=O)Nc1ccc(NC(=S)NC(=O)/C=C/c2ccccc2)cc1	-4	-3	4	4	3	0.1	-3	3	2	2
16	COc1cccc(/C=C2\SC(=S)N(CCC(=O)Nc3ccc(O)cc3)C2=O)c1	2	10	7	-14	-4	-0.9	1	-3	-2	5
17	CCCCNC(=O)OCCSCCS(=O)(=O)c1ccc(Cl)cc1	-5	-4	1	-6	5	0.1	0	5	-4	-2
18	CCN(CC(=O)Nc1ccc(NC(C)=O)cc1)C(=O)c1cccc(S(=O)(=O)N2c3ccccc3CC2C)c1 (stereo unspecified)	1	-6	8	-9	-1	0.0	-4	-8	-3	2
19	COc1cccc(CNC(=O)CSc2nnc3c(n2)[nH]c2ccc(F)cc23)c1	-2	6	0	1	0	0.4	1	-4	1	-3
20	Cc1ccc(-c2noc(CCCC(=O)NC3CCCC3)n2)cc1	0	-6	0	-9	-3	0.6	0	-3	-2	0
21	CC(C)N(C(=O)CSc1nnc(NC(=O)Cc2cccs2)s1)C(C)C	-4	1	-1	5	1	-0.2	-1	-3	3	1
22	CC1(C(=O)NS(=O)(=O)C2CC2)CCN(C(=O)c2ccc(F)cc2Cl)C1 (stereo unspecified)	-3	-4	-5	1	4	0.1	-8	-4	-5	-1
23	O=C(Nc1nsc(-c2ccccc2)n1)c1ccncc1	-2	-6	6	-11	-12	0.4	5	2	-5	1
24	Cc1cc(C)c(C#N)c(N2CCSCC2)n1	-3	-7	9	-18	-16	0.1	0	-1	-16	3
25	COc1cccc2c1C(CO)N1C(C#N)C3CC(C(=O)O)C(C1C2)N3C (stereo unspecified)	1	4	15	-63	-59	-1.7	-5	6	-15	-5
26	CCN(CC(=O)Nc1ccc(OC)cc1)C(=O)c1cc2c(s1)CCCCC2	-3	2	4	2	8	-0.1	-6	-2	2	-2
27	O=c1c2ccccc2[nH]c(=S)n1CC1CCCO1 (stereo unspecified)	-7	4	4	6	4	0.1	2	2	1	-1
28	O=C(Nc1ccc(Br)c2ccccc12)c1ccc2ccccc2c1O	1	9	-11	-205	-140	-0.2	-1	2	-11	1
29	CCC(=O)Nc1cc(OC)c(NC(=S)Nc2ccccc2CC)cc1OC	-3	1	-10	-8	-9	0.0	1	74*	-2	3
30	O=C(NCc1ccco1)C(c1ccncc1)N(CCC1=CCCCC1)C(=O)Cn1nnc2ccccc21 (stereo unspecified)	-4	0	-2	3	0	0.9	7	10	-6	6
31	CC(=O)CC(c1ccccc1)c1c(O)c2ccccc2oc1=O (stereo unspecified)	5&2&3	-9&-7&8	9&-10&3	0&-1&-7	-3&0&-1	0.8&-0.1&0.5	-5&2&2	1&1&8	-4&-6&-8	0&-2&2
32	CCCC(=O)Nc1cccc(-c2cn3ccsc3n2)c1	2	11	-3	8	3	-0.3	-3	-3	1	2
33	Cc1ccc2nc(N(CCCN(C)C)C(=O)c3ccc(S(=O)(=O)N4CCOCC4)cc3)sc2c1	0	-9	-2	-5	0	0.2	1	-1	-2	-2
34	Clc1ccc(CSc2ccc(-c3ccccn3)nn2)cc1	-1	3	-7	2	-1	-0.6	12	6	-4	1
35	O=C(NN=C1CCCCC1)Nc1ccccc1Cl	-5	3	10	1	5	0.1	3	-5	1	-2
36	CCCCn1c(-c2csc3c2CCC(C)C3)n[nH]c1=S (stereo unspecified)	2	10	-7	-1	-2	-0.3	3	-1	6	-3
37	COc1ccccc1CNC(=O)COC(=O)Cn1cnc2ccccc21	4	2	-4	-4	6	0.2	1	-1	2	6
38	N=c1c(S(=O)(=O)c2ccc(Br)cc2)cc2c(=O)n3ccccc3nc2n1Cc1ccco1	-1	-5	3	i	i	-52	4	-8	-431	0
39	CCn1nnnc1-c1ccc(OC)c(S(=O)(=O)Nc2ccc(OC)cc2)c1	1	-5	-12	1	-1	-0.2	0	1	-5	1
40	O=C(NC1CCCCN(Cc2cccc(F)c2)C1=O)c1ccc(F)cc1 (stereo unspecified)	-1	x	x	0	-1	0.4	4	1	-5	0
41	CC(=O)c1ccc(NC(=O)N2CCCC(C(=O)c3ccc4c(c3)OCO4)C2)cc1 (stereo unspecified)	-1	0	-1	2	-4	-0.9	4	9	-2	0
42	CNCc1c(C)nn(-c2ccccc2)c1C	-3	-8	-4	-2	3	0.8	-6	-4	0	1
43	Cc1ccsc1C(=O)OCC(=O)c1ccc[nH]1	-4	-2	-5	-7	-4	0.1	2	0	-1	-6
44	CCC1(CC)Cc2ccccc2C(C2=C(O)CC(C)(C)CC2=O)=N1	0	7	-3	0	-3	0.2	-3	1	-1	-3
45	O=C(CCCC(=O)OCC(=O)NC1CCCC1)Nc1ccccn1	8	-2	17	-3	0	-0.1	1	-3	-6	3
46	Cc1cc(N2CCN(C(c3ccccc3)c3ccc(Cl)cc3)CC2)n2ncnc2n1 (stereo unspecified)	3	-6	-2	2	2	0.6	-5	-1	4	-4
47	COc1ccc(OC)c2[nH]c(=O)c(CCNC(=O)c3ccc(S(=O)(=O)N4CCCC4)cc3)cc12	0	-1	-2	-3	-2	-0.2	0	-6	0	-1
48	Cc1cc(SCc2cc(=O)[nH]c3ccccc23)nc2ccccc12	6	4	15	1	6	-0.2	-10	0	1	6
49	O=C(NNC1=Nc2ccccc2SC1)c1ccc(F)cc1	0	2	10	-8	-2	-0.6	5	4	-1	0
50	COc1cc(OC)c(C(=O)/C=C/c2ccccc2)c(O)c1O	-2	8	-2	-6	-2	1.2	1	-2	2	1

11 consecutive records out of the list so far, quoted:
nr	Molecule	MBD2 inh	ASAP1 inh	ARFGAP1 inhibitor	PLC-beta3 inh	PLC-gamma1 inh	proKLK7 act	Tn7 DDE FP	DDE Tn6 FP inh	ADAM17 inh	UHRF1 MBD2 ctr
37	COc1ccccc1CNC(=O)COC(=O)Cn1cnc2ccccc21	4	2	-4	-4	6	0.2	1	-1	2	6
38	N=c1c(S(=O)(=O)c2ccc(Br)cc2)cc2c(=O)n3ccccc3nc2n1Cc1ccco1	-1	-5	3	i	i	-52	4	-8	-431	0
39	CCn1nnnc1-c1ccc(OC)c(S(=O)(=O)Nc2ccc(OC)cc2)c1	1	-5	-12	1	-1	-0.2	0	1	-5	1
40	O=C(NC1CCCCN(Cc2cccc(F)c2)C1=O)c1ccc(F)cc1 (stereo unspecified)	-1	x	x	0	-1	0.4	4	1	-5	0
41	CC(=O)c1ccc(NC(=O)N2CCCC(C(=O)c3ccc4c(c3)OCO4)C2)cc1 (stereo unspecified)	-1	0	-1	2	-4	-0.9	4	9	-2	0
42	CNCc1c(C)nn(-c2ccccc2)c1C	-3	-8	-4	-2	3	0.8	-6	-4	0	1
43	Cc1ccsc1C(=O)OCC(=O)c1ccc[nH]1	-4	-2	-5	-7	-4	0.1	2	0	-1	-6
44	CCC1(CC)Cc2ccccc2C(C2=C(O)CC(C)(C)CC2=O)=N1	0	7	-3	0	-3	0.2	-3	1	-1	-3
45	O=C(CCCC(=O)OCC(=O)NC1CCCC1)Nc1ccccn1	8	-2	17	-3	0	-0.1	1	-3	-6	3
46	Cc1cc(N2CCN(C(c3ccccc3)c3ccc(Cl)cc3)CC2)n2ncnc2n1 (stereo unspecified)	3	-6	-2	2	2	0.6	-5	-1	4	-4
47	COc1ccc(OC)c2[nH]c(=O)c(CCNC(=O)c3ccc(S(=O)(=O)N4CCCC4)cc3)cc12	0	-1	-2	-3	-2	-0.2	0	-6	0	-1

Next section
nr	Molecule	MBD2 inh	ASAP1 inh	ARFGAP1 inhibitor	PLC-beta3 inh	PLC-gamma1 inh	proKLK7 act	Tn7 DDE FP	DDE Tn6 FP inh	ADAM17 inh	UHRF1 MBD2 ctr
51	O=C(Oc1ccc(/C=N/Nc2nc(N3CCCCC3)nc(N3CCCCC3)n2)cc1)c1ccco1	-2	3	6	3	0	0.8	5	-6	-1	-1
52	N#Cc1cn(-c2ccccc2)nc1C(=O)c1ccccc1	-1	2	-6	2	9	0.4	-6	-2	1	-1
53	CN(C(=O)c1ccc(N2CCCCC2)c([N+](=O)[O-])c1)C1(C)CCS(=O)(=O)C1 (stereo unspecified)	-3	-12	-16	-4	-2	0.4	-7	5	1	-3
54	Cc1cc(=S)nc(-c2ccccn2)[nH]1	-5	-16	2	-1	4	1.5	4	1	2	1
55	COc1ccc(NC(=O)NN(C(=O)c2ccccc2)C(C)(C)C)cc1	-2	-6	8	0	1	-0.7	4	-2	-2	4

Source: PubChem BioAssay (The Scripps Research Institute Molecular Screening Center)
